Screening data deposited in PubChem BioAssay by National Center for Advancing Translational Sciences (NCATS).
GALK inhibitor: qHTS Assay for Inhibitors of Human Galactokinase (GALK). Purified GALK, Kinase-Glo residual ATP luminescence. AID 1868, 2009. Potency, µM (series often up to 57.5 µM), without a hit: at the top dose activity change, negative = inhibition, most hits filed as inhibitors. actives 0.007% (n = 270,000). P51570; also: potency is read from the fitted curve at half-maximal effect
Target sequence (P51570 whole entry, looked up): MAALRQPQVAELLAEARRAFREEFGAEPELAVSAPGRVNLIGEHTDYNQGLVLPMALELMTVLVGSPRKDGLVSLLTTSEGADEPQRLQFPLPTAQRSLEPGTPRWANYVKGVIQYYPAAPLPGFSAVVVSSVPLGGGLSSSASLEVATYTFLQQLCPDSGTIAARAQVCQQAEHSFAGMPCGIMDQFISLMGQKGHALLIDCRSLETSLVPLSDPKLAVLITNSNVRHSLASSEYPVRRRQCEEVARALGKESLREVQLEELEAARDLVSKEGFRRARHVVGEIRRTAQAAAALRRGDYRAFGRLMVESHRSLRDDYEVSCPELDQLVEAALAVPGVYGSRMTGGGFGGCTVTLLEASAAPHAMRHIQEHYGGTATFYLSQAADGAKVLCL
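Kinase-Glo Plus luminescence measured ATP left after a 1 h room-temperature reaction. The reaction used 5 nM GALK, 100 uM galactose and 35 uM ATP at pH 8.0 (20 mM HEPES, 5 mM MgCl2, 60 mM NaCl, 1 mM DTT, 0.01% BSA).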
USP2a block: qHTS Assay for Inhibitors of Ubiquitin-specific Protease USP2a Using CHOP2 as the Reporter | Potency, µM (top dose mostly 38.3 µM), for the others: at the top dose activity change, negative = inhibition, hits mostly inhibitors | actives 0.01% (n = 330,000) | Ubiquitin carboxyl-terminal hydrolase 2 (Homo sapiens), O75604 | USP2 core, Ub-CHOP2 coupled fluorogenic reporter, 485/531;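 also: potency is read from the fitted curve at half-maximal effect; plate controls were DMSO wells for no effect and full inhibition by NEM control for full effect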
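Deubiquitinase activity read as fluorescence (485/531 nm) after Ub-CHOP2 cleavage activates the enterokinase reporter on its substrate; USP2 core 10nM, Ub-CHOP2 and substrate 25nM each, 30min compound preincubation then 60min RT; data normalized to NEM, curves fitted.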
KCNH2 3.1 inh: qHTS for Inhibitors of KCHN2 3.1: Mutant qHTS; activity change, % (tested at about 1.8 µM); Potassium voltage-gated channel subfamily H member 2, brain isoform KCNH2 3.1 (human); U2OS KCNH2 3.1, thallium flux FluxOr; stronger effect = lower value; AID 720553, 2013; actives 0.95% (n = 340,000);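 active = maximum activity change below -70%; inconclusive = maximum activity change from -70% to -50%; inactive = maximum activity change above -50%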;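 also: thallium influx rate constant from kinetic fluorescence after stimulation buffer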
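Thallium flux via FluxOr fluorescence (Red40 quencher, 45 min loading) in U2OS cells virally expressing the KCNH2 3.1 isoform (1.77 x 10^8 /mL virus, overnight at 37 C). Rate constants from 2-min kinetic reads post-stimulation, normalised to positive and negative controls.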
Giardia killer: Small Molecules that selectively kill Giardia lamblia: qHTS | Giardia lamblia trophozoite viability | activity change, % at 7.66 µM, hits read low | actives 0.15% (n = 340,000) | AID 540267, 2011; in the data active = activity change below about -80%; inconclusive = between about -30% and that limit;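 also: parasites exposed to compound for two days anaerobically before the ATP read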
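ATP-content bioluminescence gauges trophozoite survival. Cells (100/well) receive compound and incubate anaerobically for 48 hrs at 37 deg C; detection reagent follows for 15-30 min at room temperature.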
Eya2 inh: qHTS Assay for Inhibitors of the Phosphatase Activity of Eya2; Protein phosphatase EYA2 (Homo sapiens), O00167; recombinant Eya2, OMFP fluorescence dephosphorylation (OMFP is methylfluorescein phosphate); Potency, µM (titrated, usually from 76.9 µM), without a hit: top-dose activity, negative = inhibition, hits mostly inhibitors; actives 0.006% (n = 330,000); also: potency is read from the fitted curve at half-maximal effect
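Eya2 protein (added as 0.2 uM solution) was preincubated with compound for 10 min at ambient temperature in 50 mM HEPES pH 7.5, 50 mM NaCl, 5 uM MgCl2, 0.05% BSA, 1 mM DTT. OMFP (added at 50 uM) then reacted 10 min; fluorescence read at 485/525 nm.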
PKM2 act: qHTS Assay for Activators of Human Muscle isoform 2 Pyruvate Kinase; purified PKM2, Kinase-Glo ATP luminescence, activation; response scale: 0% is enzyme alone, no compound; Potency, µM (doses to about 57.5 µM), inactives show top-dose activation, most hits filed as activators; actives 0.34% (n = 260,000); AID 1631, 2009; also: potency is read from the fitted curve at half-maximal effect; nearly all actives have a fitted effect of over 55% in size
Target sequence (P14618 whole entry, looked up, canonical isoform): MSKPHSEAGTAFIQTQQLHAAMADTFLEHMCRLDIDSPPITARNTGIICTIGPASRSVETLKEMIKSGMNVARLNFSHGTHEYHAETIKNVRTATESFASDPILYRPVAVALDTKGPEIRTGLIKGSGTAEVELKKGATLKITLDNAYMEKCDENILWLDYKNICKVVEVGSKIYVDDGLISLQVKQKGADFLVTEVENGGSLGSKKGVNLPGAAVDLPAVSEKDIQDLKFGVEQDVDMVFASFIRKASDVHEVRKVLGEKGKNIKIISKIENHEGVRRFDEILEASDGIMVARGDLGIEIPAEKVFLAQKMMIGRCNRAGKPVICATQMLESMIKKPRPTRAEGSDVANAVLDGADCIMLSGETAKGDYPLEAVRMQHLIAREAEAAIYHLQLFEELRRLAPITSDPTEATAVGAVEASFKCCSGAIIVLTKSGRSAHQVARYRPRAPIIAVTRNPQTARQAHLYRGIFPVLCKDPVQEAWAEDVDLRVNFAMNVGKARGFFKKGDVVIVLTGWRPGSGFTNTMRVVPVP
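Purified hPK-M2 (>95% pure) converted ADP (0.1 mM final) to ATP with 0.5 mM PEP in 50 mM imidazole pH7.2, KCl, MgCl2, Tween 20, BSA; 1 h at room temperature. ATP detected by Kinase-Glo luminescence.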
hERG WT inh: qHTS for Inhibitors of KCHN2 3.1: Wildtype qHTS. U2OS, BacMam KCNH2, thallium flux FluxOr; stronger effect = lower value. activity change, % at 1.84 µM. actives 0.37% (n = 340,000);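 active = maximum activity change below -70%; inconclusive = maximum activity change between -70% and -50%; inactive = maximum activity change above -50%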
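U2OS cells transduced with wild-type KCNH2 virus are loaded with FluxOr dye for 45 min, and thallium flux is measured in kinetic reads before and after stimulation buffer. Rate constants are normalized to DMSO controls.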
BCR signal inh: qHTS Assay to Find Inhibitors of Chronic Active B-Cell Receptor Signaling. ABC-DLBCL IkBa-CBG/CBR reporter, luminescence ratio, 4 h. Potency, µM (series often up to 46.1 µM), for inactives: top-dose ratio change, negative = lower green/red ratio, hits mostly inhibitors. actives 0.05% (n = 340,000); active = well fitted inhibition curve with a large enough effect in the signal ratio, with a control signal flat, not every such curve was filed as active; inconclusive = small, poorly fitted or top-dose-only effect, or effect the other way, or a change in a side signal; the % refers to the signal ratio;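 also: potency is read from the fitted curve at half-maximal effect; plate controls were basal doxycycline-induced cells for no effect and cells given 10 µM MG132 for full effect; MG132 reads +100%, hits lower the ratio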
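Doxycycline induced both beetle luciferases in TMD8 lymphoma cells; IKK-driven degradation limits the IkappaBalpha-fused green signal, while red luminescence normalises for cell number and nonspecific effects. Compounds tested up to 46 uM, 4 hrs.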
uPA surface inh: qHTS for Inhibitors of Cell Surface uPA Generation | cell surface uPA generation assay, qHTS | Potency, µM (highest dose often 38.3 µM), for inactives: at the highest dose activity change, negative = inhibition, most hits filed as inhibitors | actives 0.31% (n = 330,000) | AID 540303, 2011; active = well fitted inhibition curve with a large enough effect; inconclusive = small, poorly fitted or top-dose-only effect; inactive = no such curve, though single readings can be large or run the other way; tested in mouse RAW 264.7 cells; also: potency is read from the fitted curve at half-maximal effect; nearly all actives have a fitted effect of over 55% in size
FBPA coupling cs: qHTS Assay for Inhibitors of Fructose-1,6-bisphosphate Aldolase from Giardia Lamblia: Coupling assay counterscreen; coupling enzyme system counterscreen, AmpLite Red fluorescence; activity change, negative = inhibition, % at 58.2 µM, hits read low; actives 0.67% (n = 290,000); AID 2472, 2010; in the data active = activity change below about -30%
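Counterscreen of the coupled detection system alone, without aldolase: glyceraldehyde-3-phosphate coupling enzymes plus AmpLite Red readout. Compounds at 57.5 uM final, 10 min RT preincubation, 20 min RT reaction, fluorescence 525/598 nm.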
B2AR arrestin: qHTS assay of beta-arrestin-biased ligands of beta2-adrenergic receptor; Potency, µM (highest dose often 46.1 µM), without a hit: at the highest dose activation, hits mostly activators; beta-arrestin recruitment to beta2AR, cell-based reporter; actives 0.02% (n = 330,000);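 also: potency is read from the fitted curve at half-maximal effect; 0% = DMSO controls and full agonism = EC100 isoproterenol or metaproterenol; nearly all actives have a fitted effect of over 65% in size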
The depositor's hits bear a star; u = inconclusive; x = not tested or not shown. Unless noted, calls follow the shape of the dose curve; as a rule, active = well fitted curve in the direction sought with a large enough effect; inconclusive = small, poorly fitted or top-dose-only effect, or another doubt; inactive = no such curve, though single readings can be large; an effect the other way counts as inactive or inconclusive. Unless noted, % is scaled to controls: 0 for no effect and ±100 for the full control effect.

SMILES	GALK inhibitor	USP2a block	KCNH2 3.1 inh	Giardia killer	Eya2 inh	PKM2 act	hERG WT inh	BCR signal inh	uPA surface inh	FBPA coupling cs	B2AR arrestin
Cc1ccc(-c2nc3ccc(Cl)cc3c(=O)n2O)cc1	0.4%	-0.5%	9.0	5.9	1.3%	x	-12.7	u	6.0%	-4.3	0.0%
C(=N\n1cnnc1)/c1ccc2c(c1)OCCO2	0.2%	4.7%	-12.5	-12.5	-2.1%	-5.8%	1.9	-6.7%	x	4.5	0.0%
C=CCn1c2ccccc2c2nnc(SCC(N)=O)nc21	2.8%	-1.5%	-0.5	2.6	0.2%	x	0.4	-0.2%	4.0%	-2.3	-0.1%
Cc1ccc(C(=O)c2c3ccccc3[n+]([O-])n2[C@@H](C)C(N)=O)cc1	x	0.9%	26.4	-16.7	-18.1%	x	-1.1	-20.8%	-28.6%	x	0.2%
C[C@H](CO)N1C[C@H](C)[C@@H](CN(C)C)Oc2c(NC(=O)CCCCCC(=O)Nc3ccccc3N)cccc2C1=O	x	3.0%	2.7	10.8	4.5%	x	u	-0.8%	-23.6%	x	-1.5%
CN(CC(=O)Nc1ccc(Cl)c(C(F)(F)F)c1)C(=O)c1ccc2c(c1)OCCO2	x	1.8%	-1.3	9.9	20.2%	x	-8.4	-0.8%	4.2%	x	-0.1%
O=[N+]([O-])c1ccccc1CSc1nc2ccccc2o1	3.0%	2.1%	4.8	-1.8	3.2%	-4.9%	-5.8	-1.9%	-0.3%	1.7	1.6%
Cc1ccc(C(=O)N/C(=C\c2ccco2)C(=O)NCCCn2ccnc2)cc1	1.5%	0.6%	u	24.4	-7.2%	-0.3%	-20.6	-0.2%	8.0%	0.1	-0.2%
O=C(COc1nncc2ccccc12)Nc1c(F)c(F)c(F)c(F)c1F	12.7%	1.1%	-12.3	3.2	-0.3%	-1.0%	-0.8	1.8%	2.3%	4.4	6.6%
CCn1cc(C(=O)N2CC=C(c3ccccc3)CC2)c(=O)c2ccc(C)nc21	2.0%	-4.1%	6.8	-9.2	-10.6%	-0.4%	3.5	u	x	-4.7	7.4%
COc1ccc(NC(=O)C2=CC=CN3CCS(=O)(=O)N=C23)c(OC)c1	x	4.7%	5.7	2.0	0.4%	x	-5.1	3.6%	6.6%	x	-0.2%
Cc1ccccc1N1CCN(CCCCN2C(=O)C3CCCN3C2=O)CC1 (configuration not stated)	2.0%	3.2%	6.2	-15.0	0.0%	3.2%	29.7	0.0%	1.8%	3.2	-2.8%
O=C1CCCC(=O)C1Sc1ccc(Cl)cc1	-2.3%	4.4%	11.9	-17.7	6.0%	0.5%	-9.4	2.6%	7.1%	6.5	0.2%
CN1CCCN(C(=O)c2c(F)cccc2Cl)CC1	4.1%	1.2%	2.9	-7.7	-13.6%	-0.1%	8.0	0.0%	6.8%	0.6	0.5%
COc1ccccc1/C(C)=N/NC(=O)c1nnn(-c2nonc2N)c1C(C)C	3.7%	0.4%	-6.5	1.8	-10.1%	x	-17.0	-0.7%	-3.9%	-3.2	4.2%

Compounds from the list above containing a Cl atom:
SMILES	GALK inhibitor	USP2a block	KCNH2 3.1 inh	Giardia killer	Eya2 inh	PKM2 act	hERG WT inh	BCR signal inh	uPA surface inh	FBPA coupling cs	B2AR arrestin
Cc1ccc(-c2nc3ccc(Cl)cc3c(=O)n2O)cc1	0.4%	-0.5%	9.0	5.9	1.3%	x	-12.7	u	6.0%	-4.3	0.0%
CN(CC(=O)Nc1ccc(Cl)c(C(F)(F)F)c1)C(=O)c1ccc2c(c1)OCCO2	x	1.8%	-1.3	9.9	20.2%	x	-8.4	-0.8%	4.2%	x	-0.1%
O=C1CCCC(=O)C1Sc1ccc(Cl)cc1	-2.3%	4.4%	11.9	-17.7	6.0%	0.5%	-9.4	2.6%	7.1%	6.5	0.2%
CN1CCCN(C(=O)c2c(F)cccc2Cl)CC1	4.1%	1.2%	2.9	-7.7	-13.6%	-0.1%	8.0	0.0%	6.8%	0.6	0.5%

Next results:
SMILES	GALK inhibitor	USP2a block	KCNH2 3.1 inh	Giardia killer	Eya2 inh	PKM2 act	hERG WT inh	BCR signal inh	uPA surface inh	FBPA coupling cs	B2AR arrestin
CC1(c2ccccc2)NC(=O)N(NC(=O)COC(=O)c2cc(Br)ccc2O)C1=O (configuration not stated)	x	1.9%	-4.4	12.1	17.3%	x	5.8	2.4%	0.4%	x	0.0%
Cc1ccc(NC(=O)CSc2nc3ccccc3c(=O)n2CCCC(=O)NCC2CCCO2)cc1 (configuration not stated)	-0.6%	3.2%	-20.7	14.5	4.7%	x	5.7	-12.4%	1.4%	x	0.3%
COc1cccc(-c2nn(C)c3sc(C(=O)N4CCOCC4)cc23)c1	1.2%	0.2%	8.3	0.5	-19.5%	6.2%	-19.6	u	11.6%	-1.8	0.1%
c1ccc(-c2cc(CSc3nc4ccccc4[nH]3)on2)cc1	-3.5%	-0.2%	0.4	-15.1	-15.1%	10.7%	-3.7	u	-8.7%	-4.9	-1.0%
COc1cc(/C=N/NC(=O)c2ccc(CN(C)S(=O)(=O)c3ccc(C)cc3)cc2)ccc1O	10.2%	-0.3%	-41.0	17.2	-12.8%	9.5%	4.7	-12.2%	-9.5%	4.2	0.2%
O=C(Nc1ccccc1-c1ccccc1)C(c1ccccc1)c1ccccc1	0.9%	1.2%	-1.0	-22.3	1.7%	-5.6%	-12.4	0.4%	7.0%	-4.6	-0.2%

Rows were taken by chance. About 2.4% of those tested had a hit in this group.
